Screening data from PubChem BioAssay.
SIRT5 block – sirtuin-5 (human) deacylase inhibition; Q9NXA8; Purified SirT5, succinyl-peptide AMC, trypsin-coupled fluorescence; inhibition, % at 15 µM; 330,000 compounds, 1.1% hits; AID 652115; in the data active = inhibition above about 15%; inconclusive = no clear call, values can overlap the other calls
Target sequence (Q9NXA8 whole entry, looked up): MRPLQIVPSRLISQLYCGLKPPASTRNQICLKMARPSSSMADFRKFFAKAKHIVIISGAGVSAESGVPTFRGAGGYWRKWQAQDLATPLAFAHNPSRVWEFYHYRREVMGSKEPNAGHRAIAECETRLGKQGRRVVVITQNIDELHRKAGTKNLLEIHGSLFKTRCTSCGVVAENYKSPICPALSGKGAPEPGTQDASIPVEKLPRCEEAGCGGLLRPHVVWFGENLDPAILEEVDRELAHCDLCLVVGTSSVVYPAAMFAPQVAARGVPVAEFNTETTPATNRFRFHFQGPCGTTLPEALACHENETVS
S100A4 MyoIIA – blocks human S100A4 binding to myosin IIA peptide. P26447. S100A4/TAMRA-MyoIIA peptide fluorescence polarization. inhibition, % at 10.7 µM. 360,000 compounds, 0.14% hits. AID 652163;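 active = mean inhibition of at least 70% across replicates, with every replicate also reaching that level; inconclusive = mean inhibition reaches 70% but some replicates fall short; inactive = mean inhibition below 70%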
Target sequence (P26447 whole entry, looked up): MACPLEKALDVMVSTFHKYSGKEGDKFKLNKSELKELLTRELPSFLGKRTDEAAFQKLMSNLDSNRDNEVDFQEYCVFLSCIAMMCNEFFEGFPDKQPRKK
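Test system – S100A4 monomer (human) · Compound – single-point compound testing · Schedule – 5 min incubation before reading · Probe or stimulus – TAMRA-labelled myosin IIA heavy-chain peptide probe, 5 nM · Benchmarks – neutral control DMSO, positive control TFP · Medium – Calcium-containing HEPES buffer, pH 7.2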
ERp5 inh – ERp5 (human) disulfide isomerase inhibition; AID 651711; inhibition, % at 9.99 µM; 350,000 compounds, 0.05% hits; ERp5 insulin aggregation, absorbance 650 nm, 90 min;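 active = mean replicate inhibition above about 25%, with every replicate also reaching it, limit read from the data, passing the limit was not always enough; inconclusive = only one of those two criteria met; inactive = neither criterion met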
Target sequence (Q15084 whole entry, looked up): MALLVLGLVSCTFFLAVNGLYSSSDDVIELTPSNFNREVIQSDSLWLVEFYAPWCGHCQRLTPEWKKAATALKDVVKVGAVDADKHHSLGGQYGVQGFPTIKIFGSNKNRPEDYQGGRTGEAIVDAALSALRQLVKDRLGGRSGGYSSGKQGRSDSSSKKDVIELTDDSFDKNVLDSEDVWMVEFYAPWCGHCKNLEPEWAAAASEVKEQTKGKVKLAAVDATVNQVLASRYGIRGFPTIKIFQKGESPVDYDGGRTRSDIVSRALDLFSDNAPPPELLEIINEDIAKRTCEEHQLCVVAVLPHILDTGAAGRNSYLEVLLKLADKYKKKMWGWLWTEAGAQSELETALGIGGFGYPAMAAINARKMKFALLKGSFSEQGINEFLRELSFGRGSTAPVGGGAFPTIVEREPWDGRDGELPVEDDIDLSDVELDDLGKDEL
PglD inh – PglD (C. jejuni) enzyme inhibition; purified PglD enzyme, DTNB colorimetric CoA detection; inhibition, % at 12.5 µM; 360,000 compounds, 0.098% hits; AID 602405; in the data active = inhibition above about 16%, passing the limit was not always enough; inconclusive = no clear call, values can overlap the other calls; also: strong numbers were not always called active
Statin myotox sup – suppressors of simvastatin-induced myotoxicity in C2C12 myotubes | 330,000 compounds, 0.78% hits | rescue of ATP level, % at 7.49 µM | ATP luminescence, 48 h; scaled: DMSO 0, geranylgeraniol control 100;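 active = mean ATP rescue above about 67%, or every replicate alone reaching that limit, limit read from the data, passing the limit was not always enough; inconclusive = no clear call, values can overlap the other calls; inactive = mean under the limit and some replicate under it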;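 also: myotubes were challenged with 10 µM simvastatin during compound exposure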
E-selectin induc – E-selectin induction on HUVECs; P16581; HUVEC E-selectin immunofluorescence imaging; normalized: neutral wells 0, TNF-alpha wells 100; activation, % at 7.58 µM; 260,000 compounds, 0.37% hits; AID 686992;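 active = mean E-selectin-positive cell signal at least 10% of the positive control, reached in at least 60% of replicates, without over 20% cell loss; inconclusive = no rule given, readout overlaps actives, possibly toxicity-flagged; inactive = the rest, including those meeting only one limit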;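 also: in these data hits start at about 27%; measured in HUVEC primary endothelial cells; signal is the percent of cells scored E-selectin positive by PE staining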
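Read-out: % PE-positive cells | Test system: HUVEC | Doses: One compound dose added by pin transfer | Buffer or medium: EGM-2 over gelatin coat | Signal: Immunofluorescence imaging | Benchmarks: TNF-alpha, DMSO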
DENV2 CPE rescue – inhibitors of DENV2 cytopathic effect; DENV2-infected cells, cytopathic effect rescue, plate reader; CPE inhibition, % at 9.99 µM; 350,000 compounds, 1.7% hits; AID 651640; in the data active = CPE inhibition above about 20%, passing the limit was not always enough; inconclusive = no clear call, values can overlap the other calls; tested in BHK-21 cells;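 also: 0% = median of neutral control wells and 100% = median of positive control wells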
* = called active by the depositor; ? = inconclusive; / = not tested or not shown; & = joins results of further samples. These rows are one share of the data, so the mix of outcomes need not match the whole.

Start of the listing, in advance (three entries):
Values run as follows: SIRT5 block	S100A4 MyoIIA	ERp5 inh	PglD inh	Statin myotox sup	E-selectin induc	DENV2 CPE rescue
- C[C@H](O)C#Cc1cnc2c(c1)C(=O)N([C@@H](C)CO)C[C@@H](C)[C@H](CN(C)C(=O)c1ccncc1)O2
 : 0	2	-3	1	6	0.0	-11
- Cc1cc2nc(-c3ccc[nH]c3=O)[nH]c2cc1C
 : -65	-6	1	7	-78	-0.1	-3
- COc1ccccc1NC(=S)N1CCN(C(=O)c2ccco2)CC1
 : /	/	/	-2	-4	-2.2	/

The list itself, from the start:
Values run as follows: SIRT5 block	S100A4 MyoIIA	ERp5 inh	PglD inh	Statin myotox sup	E-selectin induc	DENV2 CPE rescue
- C[C@H](O)C#Cc1cnc2c(c1)C(=O)N([C@@H](C)CO)C[C@@H](C)[C@H](CN(C)C(=O)c1ccncc1)O2
 : 0	2	-3	1	6	0.0	-11
- Cc1cc2nc(-c3ccc[nH]c3=O)[nH]c2cc1C
 : -65	-6	1	7	-78	-0.1	-3
- COc1ccccc1NC(=S)N1CCN(C(=O)c2ccco2)CC1
 : /	/	/	-2	-4	-2.2	/
- O=C(Nc1cccc(Cl)c1)N1CCC(CO)(CCOc2ccccc2)CC1
 : -2	1	1	/	/	/	-4
- CN(C)[C@H]1N(C(=O)c2ccc(Br)cc2)N=C2c3ccccc3S(=O)(=O)N21
 : -2	-8	-1	-2	14	/	/
- COC(=O)[C@H](Cc1ccccc1)NC(=O)NCCc1ccccc1F
 : -6	-3	5	-2	-2	/	2
- COc1ccc(S(=O)(=O)Nc2ccc3c(c2)C(=O)N([C@@H](C)CO)C[C@H](C)[C@@H](CN(C)C(=O)Nc2cccc4ccccc24)OCCCC[C@H](C)O3)cc1
 : /	/	/	-2	0	0.0	-12
- COc1ccccc1CN1CCC(n2nccc2NC(=O)CCOc2ccccc2)CC1
 : -3	-4	-1	3	2	0.0	-2
- C[C@@H]1CN([C@H](C)CO)C(=O)c2cc(C3=CCCCC3)cnc2O[C@H]1CN(C)Cc1ccccc1
 : -3	5	9	-2	7	0.7	-7
- COc1ccc(S(=O)CC(=O)Nc2ccccc2Cl)cc1 (centres undefined)
 : 1	-5	7	/	/	0.4	10
- C[C@@H]1CN([C@H](C)CO)C(=O)c2cccc(NC(=O)C3CCCCC3)c2O[C@@H]1CN(C)C
 : 0	-2	9	3	51	-0.1	2
- C1=C(CCNc2ncnc3nc[nH]c23)CCCC1
 : -4	-6	-8	2	4	-0.2	-3
- CO[C@@H](C(=O)N(C)C[C@@H]1OCc2ccccc2-c2ccccc2C(=O)N([C@@H](C)CO)C[C@@H]1C)c1ccccc1
 : 0	-28	1	-40	/	0.0	3
- COc1cccc2sc(NNC(=O)C3=COCCO3)nc12
 : 0	-3	2	-3	8	/	-4
- C=CCC(=O)N(CC)CC1CCCN(CCc2cccc(F)c2)C1 (centres undefined)
 : /	-9	1	7	3	/	1
- COc1ccc(C2C(C(=O)c3ccccc3)N3c4ccccc4C=CC3C2[N+](=O)[O-])cc1 (centres undefined)
 : -1	-8	5	/	/	120*	3
- Cc1ccc(S(=O)(=O)NCC(C)n2nc(C)nc2C)cc1 (centres undefined)
 : 4	0	-3	-4	9	0.4	-4
- C[C@H]1NC(=O)[C@@]2(C)[C@H](c3ccccc3)[C@H]3COc4ccccc4[C@@H]3N2C1=O
 : 1	4	4	-11	-7	-0.2	-8
- CCC(=O)N1CCc2cc(S(=O)(=O)N3CCCCC3CC)ccc21 (centres undefined)
 : -1	-5	-5	-3	0	/	-7
- CC(C)CCN(CCC(C)C)CC(O)Cn1c2ccccc2c(=O)c2ccccc21 (centres undefined)
 : -6	2	/	-4	/	/	-4
- O=C(NCC[C@@H]1CC[C@@H](NC(=O)c2ccc3c(c2)OCO3)[C@H](CO)O1)Nc1ccc(Cl)cc1
 : 4	8	4	-1	0	-0.5	-1
- COc1ccc(NC(=S)N2CCC(Cc3ccccc3)CC2)cc1
 : -1	-1	-11	7	/	0.1	0
- N#C/C(=C\c1c(N2CCCCCC2)nc2ccccn2c1=O)C(=O)NCc1ccco1
 : /	-1	21	/	/	0.0	-3
- Cc1ccc2nc(-c3ccco3)c(Cc3ccccc3)n2c1
 : -5	1	-3	-2	-12	-0.1	-4
- COC(=O)CSc1ccsc1C(=O)O
 : 0	2	4	-1	3	/	/
- COC(=O)CN=Cc1c(O)n(-c2ccc(Cl)cn2)c(=O)c2ccccc12
 : 0	1	-3	/	/	-0.1	17
- C/C=C/c1ccc([C@@H]2[C@@H](CNC(=O)CC)N(C(=O)COC)[C@H]2CO)cc1
 : 0	-5	9	3	-11	-0.1	3
- COc1cc(Nc2ccc(S(N)(=O)=O)cc2)c([N+](=O)[O-])nc1[N+](=O)[O-]
 : -7	1	5	-1	7	/	-6
- CC(C)C[C@@H]1CN(CCCC[C@H]2CNC(=O)C(=O)N2CCC2CCCCC2)C(=O)C(=O)N1CC1CCCCC1
 : -2	8	2	/	/	1.6	20
- CN(C(=O)COC(=O)CNC(=O)c1ccccc1Cl)c1ccccc1
 : 0	5	5	/	11	2.7	7
- C[C@H]1CN([C@@H](C)CO)C(=O)c2cccc(NS(C)(=O)=O)c2O[C@@H]1CN(C)Cc1ccc(Cl)c(Cl)c1
 : -2	2	-4	-3	18	-6.6	-2
- Cc1cc(OCc2cc(C(=O)N(C)C3CCOC3)no2)cc(C)c1Cl (centres undefined)
 : 3	-8	3	3	13	0.0	-1
- O=C(Nc1ccc(Oc2cccc(C(F)(F)F)c2)nc1)c1cccs1
 : -2	-5	-15	-2	-21	0.4	3
- COc1ccc(NC(=O)c2ccc(C(=O)Nc3ccc(OC)cc3OC)cc2)c(OC)c1
 : 5	3	2	/	/	/	-6
- Cc1nc(-c2cccnc2)sc1C(=O)N/N=C/c1ccccc1Cl
 : -3	1	1	-1	/	-0.7	5
- Cc1noc(C)c1S(=O)(=O)Nc1ccc2c(c1)CC(=O)N([C@H](C)CO)C[C@H](C)[C@H](CN(C)C(=O)Nc1cccc3ccccc13)O2
 : 2	-11	-1	-2	-12	-5.3	-1
- COc1cc(NC(=O)C(c2ccccc2)c2ccccc2)c(C(=O)O)cc1OC
 : -5	-2	5	1	-8	/	2
- COC(=O)C1CCN(C(=O)COC(=O)c2cc([N+](=O)[O-])ccc2N2CCOCC2)CC1
 : 2	2	-1	4	-6	0.4	-2
- C[C@H](NC(=O)C[C@@H]1CC[C@H](NC(=O)CN2CCOCC2)[C@H](CO)O1)c1ccccc1
 : -3	-4	0	-1	-4	-0.2	-5
- CCOc1ccc(Cl)cc1-c1cc(C(=O)NCc2ccccc2OC)[nH]n1
 : /	4	0	-1	-35	0.4	?
- CC(=O)c1ccc(OC(=O)CCc2ccccc2)cc1
 : 3	-4	3	5	-4	0.1	-3
- Cc1noc(C)c1S(=O)(=O)Nc1ccc2c(c1)C(=O)N([C@H](C)CO)C[C@H](C)[C@H](CN(C)S(C)(=O)=O)O2
 : -2	1	12	-2	/	13	-2
- O=C(Nc1ccccc1)C1CC(O)CN1S(=O)(=O)c1ccc([N+](=O)[O-])cc1 (centres undefined)
 : -6	-1	3	-8	8	/	8
- CC(C)c1nc2cc(C(=O)NC(C)c3cnn(C)c3)ccc2o1 (centres undefined)
 : -2	-1	3	-1	-1	/	2
- CN(C)S(=O)(=O)c1cccc(C(=O)NCC2(N3CCOCC3)CCCCC2)c1
 : 0	-5	-5	-6	12	1.7	-1
- Cc1cc(NC(=O)CC(C)C)c(=O)n(Cc2c(F)cccc2Cl)c1
 : 1	-2	3	5	-1	/	-1
- CCC(CC)C(=O)N(C)c1c(C)nc2c(OCc3ccc(C#N)cc3)cccn12
 : -2	3	-4	4	17	1.2	-3
- CCOc1cc(N2CCOCC2)c(OCC)cc1NC(=O)CSc1ncccc1C(=O)O
 : -1	3	-3	-7	3	-0.3	2
- COc1ccc2[nH]c3c(c2c1)CCN1C(=O)C(CC(=O)NCc2cccc(C(F)(F)F)c2)C[C@H](C(=O)N(C(C)C)C(C)C)[C@@]31C (some centres undefined)
 : 8	-6	1	-3	-13	0.9	-10
- C[C@H](CO)N1C[C@H](C)[C@@H](CN(C)C(=O)Nc2ccccc2)Oc2ccc(NC(=O)Nc3ccccc3)cc2C1=O
 : 7&-1	-4&10	-3&2	-5&2	19&9	0.0&0.3	?
- NC(N)=N/N=C/c1ccc(Cl)c([N+](=O)[O-])c1
 : 2	3	-1	/	/	0.1	-4
- C/C=C/c1ccc(C2[C@@H]3CN(S(=O)(=O)c4ccccc4C)C[C@H]2N3)cc1 (some centres undefined)
 : 3&0	-10&12	0&1	/	/	-0.7&0.1	-5&-4
- C[C@H]1CN([C@@H](C)CO)C(=O)c2cc(N(C)C)ccc2O[C@@H]1CN(C)Cc1ccncc1
 : 0	4	-3	-4	35	/	5
- CCOC(=O)Nc1ccc2c(c1)N(C(=O)CN(CC)CC)c1ccccc1C=C2
 : 1	20	13	3	-4	/	2
- Cc1cnc2cc([N+](=O)[O-])ccc2n1
 : -11	0	8	-4	6	/	-2
- COC(=O)c1cccc([N+](=O)[O-])c1CS(=O)(=O)c1ccc(C)cc1
 : -6	-1	2	0	5	/	-4
- COc1ccc(OC)c(NC(=O)c2ccc(Cl)cc2)c1
 : 0	6	2	/	-7	/	-3
- CCOc1ccc(-c2cc(C(=O)Nc3cccc(C(F)(F)F)c3)[nH]n2)c(C)c1
 : -4	-4	-1	1	-7	0.4	7
- CC(=O)c1sc(Nc2ccccc2)nc1C
 : 1	2	-2	-4	4	1.5	-7
- CC(=NNC(=S)SCc1ccccc1)c1ccccn1
 : -1	0	-1	/	/	0.6	-2

(cont.)
Values run as follows: SIRT5 block	S100A4 MyoIIA	ERp5 inh	PglD inh	Statin myotox sup	E-selectin induc	DENV2 CPE rescue
- Cc1cc(OCC(=O)N(C)c2c(N)n(Cc3ccccc3)c(=O)[nH]c2=O)c(C(C)C)cc1Cl
 : -2	-2	0	/	-22	/	12
- Cc1cccc(C)c1NC(=O)CN(C)CC(=O)Nc1ccccc1Oc1ccccc1
 : 4	2	-8	/	/	0.4	15
- COc1cc(NC(=O)C2CCCN2S(=O)(=O)c2ccc3c(c2)CCC(=O)N3)cc(OC)c1 (centres undefined)
 : /	2	2	-1	-2	/	-1
- CC(=O)N1[C@@H]2Cn3c(cccc3=O)[C@H]1[C@@H](C(=O)N1CCc3ccccc3C1)[C@@H]2CO
 : 4	1	0	-2	3	0.0	?
- Cc1ccc(C)c(NC(=S)NNC(=S)Nc2ccc(C(C)C)cc2)c1
 : 0	0	2	6	-21	/	6
- Cc1ccc(S(=O)(=O)N2CCOCC2)cc1NC(=O)C1=NN(c2ccccc2)C(=O)CC1
 : -1	-2	-2	-4	-4	/	1
